# Screening results (PubChem BioAssay)
# NadD block = blocks S. aureus nicotinate mononucleotide adenylyltransferase | hit rate 0.78% among 360,000 | AID 602399 | purified NadD enzyme, colorimetric absorbance read-out | inhibition, % at 20 µM; in the data active = inhibition above about 26%; also: some compounds past the cut are filed as inactive
# Rpn11 block = blocks the human proteasome subunit Rpn11 | O00487 | human 26S proteasome, Ub4-pepOG fluorescence polarization; 20S core pre-blocked with epoxomicin | calls only at 20 µM | hit rate 0.59% among 360,000;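 active = inhibition at 20 µM, scaled to each plate's controls, above about 33%, limit read from the data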
# STEP block = inhibitors of human striatal-enriched phosphatase STEP. P54829. recombinant STEP, OMFP fluorogenic substrate, fluorescence. inhibition, % at 20 µM. hit rate 0.25% among 360,000. AID 588621;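 active = inhibition at 20 µM, scaled per plate between control wells, above about 37%, limit read from the data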;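 also: 0% = DMSO with enzyme and substrate and 100% = substrate only without enzyme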
# Target sequence (P54829 whole entry, looked up): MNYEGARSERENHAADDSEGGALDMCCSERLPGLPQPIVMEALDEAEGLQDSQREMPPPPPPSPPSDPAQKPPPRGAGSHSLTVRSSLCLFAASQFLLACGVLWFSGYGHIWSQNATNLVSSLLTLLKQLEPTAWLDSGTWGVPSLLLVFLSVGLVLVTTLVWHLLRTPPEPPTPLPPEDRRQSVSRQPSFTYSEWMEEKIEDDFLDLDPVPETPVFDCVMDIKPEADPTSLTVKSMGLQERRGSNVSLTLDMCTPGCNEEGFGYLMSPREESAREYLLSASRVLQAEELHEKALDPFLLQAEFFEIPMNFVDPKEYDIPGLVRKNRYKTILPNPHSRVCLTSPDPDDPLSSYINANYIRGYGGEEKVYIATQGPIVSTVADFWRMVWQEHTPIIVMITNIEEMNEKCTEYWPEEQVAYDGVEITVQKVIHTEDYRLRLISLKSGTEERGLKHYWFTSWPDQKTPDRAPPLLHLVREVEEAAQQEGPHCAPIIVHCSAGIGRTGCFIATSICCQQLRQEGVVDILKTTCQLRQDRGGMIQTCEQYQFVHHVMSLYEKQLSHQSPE
#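 Measure: Control-normalized % inhibition with plate pattern correction | Test system: STEP phosphatase, cell-free reaction | Medium: pH 6.0 Bis-Tris with DTT and Tween 20 | Technique: Fluorescence, 480/540 nm | Times: Reaction 20 min, ambient temperature | Doses: Single compound dose of 20 µM, 1% DMSO final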
# Scp-1 inhibitor = Scp-1 (human) phosphatase inhibition. Recombinant Scp1, phosphopeptide, malachite green phosphate absorbance. hit rate 0.88% among 340,000. Q9GZU7. inhibition, % at 20 µM;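 active = inhibition above about 50% at 20 µM, limit read from the data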;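 also: plate controls were DMSO wells with enzyme for no effect and wells lacking enzyme for full effect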
# Target sequence (Q9GZU7 76-261 limits assumed): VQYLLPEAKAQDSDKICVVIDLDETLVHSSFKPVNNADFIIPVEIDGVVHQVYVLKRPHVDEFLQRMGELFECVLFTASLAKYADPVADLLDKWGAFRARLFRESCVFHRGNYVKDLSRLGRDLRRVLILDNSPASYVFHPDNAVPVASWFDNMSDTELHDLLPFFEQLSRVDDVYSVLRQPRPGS
#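 System: SCP-1 catalytic domain; Reagent: Phospho 17-mer peptide substrate; Doses: one concentration, 20 µM, with 1.0% DMSO; Incubation: 45 min room-temperature reaction, 5 min colour, 30 min stabiliser; Signal: Phosphate-binding colour reagent, absorbance read at 630 nm.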
# SUMO1 PPI mod = SUMO1-SIM interaction modulation. inhibition, % at 20 µM. SUMO1 binding to a labelled peptide, TR-FRET, 1 h. hit rate 0.33% among 360,000; in the data active = inhibition above about 37%
# Target sequence (P63165 whole entry, looked up): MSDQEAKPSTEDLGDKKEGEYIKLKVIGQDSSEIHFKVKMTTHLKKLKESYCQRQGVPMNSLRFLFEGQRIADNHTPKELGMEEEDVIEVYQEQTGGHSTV
# LMPTP block = blocks human LMPTP phosphatase | recombinant LMPTP-A, OMFP fluorogenic substrate, fluorescence intensity | inhibition, % at 20 µM | hit rate 0.22% among 360,000 | AID 651560;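 active = compounds that cut the enzyme signal by at least half of the control window in the single-dose screen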;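 also: plate controls were DMSO wells with enzyme plus substrate for no effect and substrate without enzyme for full effect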
# Target sequence (P24666 whole entry, looked up): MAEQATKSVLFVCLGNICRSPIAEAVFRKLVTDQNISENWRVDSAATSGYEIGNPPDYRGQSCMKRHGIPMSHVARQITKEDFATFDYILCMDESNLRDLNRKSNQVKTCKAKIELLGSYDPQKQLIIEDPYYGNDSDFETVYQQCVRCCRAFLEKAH
#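 Test system: LMPTP-A, protein tyrosine phosphatase of low molecular weight; Input: 0.625 nM enzyme; Incubation: 50 min dark incubation at room temperature; Signal: endpoint fluorescence intensity from OMFP dephosphorylation; Read-out basis: % inhibition versus control wells.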
# DNMT1 inh = inhibitors of human DNMT1 | P26358 | DNMT1 molecular beacon, Hinp1I cleavage, fluorescence | inhibition (reported as % activation of signal), % at 10 µM | hit rate 0.83% among 360,000 | AID 588458; in the data active = inhibition above about 50%
# CendR NRP1 mod = alters CendR peptide binding to human NRP-1; FAM-RPARPAR peptide binding to NRP-1, fluorescence polarization; inhibition, % at 25 µM; hit rate 0.85% among 360,000; AID 602438;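 active = inhibition or corrected inhibition above about 18%, plus a signal ratio from 0.5 to 1.5, limit read from the data, passing the limit was not always enough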; also: strong numbers were not always called active
# SKN-1 inh = C. elegans SKN-1 inhibition; C. elegans VP596 Pgst-4::GFP/RFP ratio, acrylamide-induced, 24 h; inhibition, % at 21.8 µM; hit rate 0.49% among 360,000; AID 624304;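 active = interference check ratio from 0.5 to 1.5 plus GFP to RFP signal ratio inhibition reaching or exceeding a fixed threshold, cut at about 30% in these data, passing the limit was not always enough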; also: some compounds called inactive have numbers as strong as hits
# MT1-MMP act inh = MT1-MMP (human) activation inhibition; HT1080 RFP-PRO-GFP cells, GFP/RFP ratio fluorescence, overnight; percent of plate control window, DMSO zero; GFP/RFP ratio change, % at 20 µM; hit rate 0.061% among 360,000;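 active = GFP/RFP ratio change of at least 30% with cell ATP level not reduced by more than half and red fluorescence within 50% of control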; also: strong numbers were not always called active
#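 Assay system: HT1080 RFP-PRO-GFP cells | Dosing: 20 µM single dose, 1% DMSO | Incubation: Cells overnight before dosing, compound overnight, 37 °C, 5% CO2 | Evaluation: GFP/RFP fluorescence ratio | Control set: DMSO-only wells and HT1080 RFP-L50D-GFP cell wells as references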
# The depositor's hits bear a star; i = inactive; x = not tested or not shown.
SMILES	NadD block	Rpn11 block	STEP block	Scp-1 inhibitor	SUMO1 PPI mod	LMPTP block	DNMT1 inh	CendR NRP1 mod	SKN-1 inh	MT1-MMP act inh
COc1ccc(/C=C2\CN(Cc3ccccc3)C/C(=C\c3ccc(OC)c(O)c3)C2=O)cc1O	28.2	i	4.9	-9.8	-12.6	8.5	3.1	5.6	7.7	-21.0
CCC(=O)c1c(NC)cc(C)oc1=O	-1.0	i	-1.7	-1.7	-1.2	-0.6	1.7	-2.9	0.5	1.2
COc1ccccc1/C=N/Nc1cc(C)nc2ccc(C)cc12	3.9	i	0.2	3.0	7.3	0.6	3.4	3.6	0.7	1.3
CCN(CC(=O)NCc1cccs1)C(=O)/C=C/c1ccc(OC)cc1OC	-7.4	i	-0.1	-3.8	-10.1	-2.3	0.0	10.3	1.3	-2.5
C=CC[C@@H](CC(=O)N[C@H](CO)Cc1ccccc1)C(=O)N[C@@H](COC(=O)[C@@H](CC=C)CC(=O)OC(C)(C)C)Cc1ccccc1	-4.7	i	1.5	-4.2	-1.3	-0.5	-2.6	-0.2	0.8	0.6
CC(C)(C)NC(=O)/C(=C/c1ccco1)c1ccccc1	0.0	i	0.3	1.1	1.5	-0.5	2.1	-14.3	22.3	-0.9
CC(C)CCNC(=O)C1CCCCN1S(=O)(=O)c1ccc(F)cc1 (stereo not drawn)	-1.3	i	-4.7	-0.1	-0.6	-2.8	-0.5	7.2	-6.0	1.3
CCOC(=O)N1CCN(Cc2nc(N)nc(Nc3ccc(C)cc3C)n2)CC1	0.8	i	-0.8	-7.4	4.6	-1.3	3.4	3.2	-1.0	5.6
COC(=O)c1c(NC(=O)CSc2nc(-c3ccco3)cc(C(F)(F)F)n2)sc2c1CCCC2	-0.3	i	4.5	-1.3	0.1	0.1	2.3	7.0	-7.0	-0.4
COc1ccc(NC(=O)/C(C#N)=C/c2ccc(Br)o2)cc1	-1.8	i	6.3	76.7*	1.3	22.7	99.1*	-6.7	1.0	-21.7
CC(C)CCn1c(CN2CCN(C(=O)c3ccco3)CC2)nc2c1c(=O)n(C)c(=O)n2C	0.6	i	0.4	-9.1	16.1	-1.6	4.1	-13.7	-11.5	-1.5
CCCCSCc1[nH]c(=O)[nH]c1C(=O)CCCCC(=O)OCC	-4.6	i	0.0	1.6	-1.2	-1.5	-2.6	0.0	2.1	2.2
COCc1nnc(SCC(=O)NC(C)c2ccccc2)n1-c1ccccc1 (stereo not drawn)	-4.2	i	2.1	-4.0	1.0	-0.3	5.0	-2.9	7.8	5.6
COc1cc(C(=S)N2CCOCC2)ccc1OC(=O)c1cc(OC)c(OC)c(OC)c1	-2.6	i	1.2	-7.5	5.8	-1.2	2.1	6.7	10.9	3.8
Cc1cc(NC(=O)c2ccc(F)cc2)n(-c2ccccn2)n1	1.7	i	2.9	-6.5	5.7	2.4	3.9	-2.5	5.5	1.5
Cc1cc(-c2nnc3sc(-c4ccc(Cl)cc4Cl)nn23)n[nH]1	13.0	i	86.0*	29.6	-1.6	31.7	12.1	-5.3	9.4	1.5
Nc1cc(S(=O)(=O)c2ccc(O)c(N)c2)ccc1O	-0.6	i	4.4	-5.4	12.1	-2.4	0.1	15.6	6.3	1.3
Cc1ccccc1-c1cc2nc(NCc3ccc(N(C)C)cc3)n(C)c(=O)c2s1	1.4	i	-1.0	x	-30.9	5.2	-24.9	-9.3	23.8	-1.7
CCOc1ccc(S(=O)(=O)N(C)CC(=O)N2CCCC2)cc1	-3.1	i	-1.7	-5.0	6.2	-2.0	-3.0	-2.4	3.9	2.1
CCC(=O)c1ccc(OCC(=O)Nc2cc(S(=O)(=O)N3CCCCC3)ccc2OC)cc1	-3.1	i	0.0	-11.0	-7.6	4.1	-2.2	3.1	7.4	1.4
O=C(N/N=C\c1cc2c(cc1[N+](=O)[O-])OCO2)c1cccs1	2.5	i	-0.6	-9.2	-35.7	0.7	2.1	-16.8	3.4	-4.2
COc1ccc(N2CCN(C(=O)Cn3nnc(-c4ccc(N(C)C)cc4)n3)CC2)cc1	-2.2	i	-1.6	-3.1	-2.7	-1.8	39.2	13.8	11.4	2.9
C/C(Cl)=C\Cn1c(Nc2ccccc2)nc2c1c(=O)n(C)c(=O)n2C	-2.9	i	-1.0	-2.2	2.1	1.0	-0.3	-4.3	0.8	-5.4
CC1(C)Cc2cccc(OCC(=O)Nc3ccccc3N3CCOCC3)c2O1	-0.5	i	2.0	-7.3	1.1	0.7	-1.3	14.3	2.4	-0.9
NS(=O)(=O)c1ccc(CNC(=O)c2cc(S(=O)(=O)N3CCOCC3)c(Cl)cc2Cl)cc1	3.2	i	0.0	3.1	-3.6	-0.6	-1.9	10.6	14.7	5.1
Cc1ccc(N2CC(C(=O)Nc3nnc(C)s3)CC2=O)cc1 (stereo not drawn)	1.4	i	-1.5	-8.0	-1.1	-1.3	-0.5	0.5	5.3	-2.4
Cc1ccc([N+](=O)[O-])cc1S(=O)(=O)NCCc1c(C)[nH]c2c(C)cccc12	-12.0	i	-6.1	-10.7	-16.9	-0.6	-10.5	12.2	1.4	-2.5
Cc1ccc(N2C(=O)c3n[nH]c(C)c3C2c2cccnc2)cc1 (stereo not drawn)	1.1	i	-2.8	-7.3	4.9	-2.9	-0.4	-6.4	19.1	0.7
CC(=O)Nc1ccc(C(=O)N/C(=C/c2ccccc2)C(=O)N2CCCCC2)cc1	-2.3	i	-1.1	6.2	3.1	-0.4	0.1	1.2	5.1	2.5
CCCCN(Cc1cc2cccc(C)c2[nH]c1=O)S(C)(=O)=O	-3.3	i	1.8	-4.1	-1.6	1.1	1.0	9.8	5.9	-2.7
O=C(NC1CCCCC1)C(Cc1ccccc1)NS(=O)(=O)c1cccs1 (stereo not drawn)	-2.8	i	-1.2	-5.2	24.5	-2.1	1.2	11.5	-6.5	-0.7
Cc1ccc(Nc2nc(-c3ccc(S(=O)(=O)N4CCCC4)cc3)cs2)cc1C	20.1	i	0.0	-1.1	-2.0	4.0	-13.9	-2.1	4.5	-6.0
COc1cccc(CNC(=O)c2ccc(NC(=O)CC3SC(N4CCCCC4)=NC3=O)cc2)c1 (stereo not drawn)	2.0	i	-3.2	-2.4	1.7	0.2	-6.8	0.6	2.2	3.1
O=C(O)c1ccccc1NCN1C(=O)C2CC=C(Cl)CC2C1=O (stereo not drawn)	7.3	i	-0.6	2.5	1.3	-2.6	-1.3	0.5	1.7	6.7
CCOC(=O)CSc1nnc(SCCN2C(=O)c3ccccc3C2=O)s1	-0.6	i	5.1	-1.5	-8.5	-0.1	-2.3	-3.1	-6.5	5.5
CCOC(=O)C1CCN(C(=O)NC23CC4CC(CC(C4)C2)C3)CC1	0.7	i	0.2	-8.0	-0.7	-1.5	2.4	-6.4	3.0	6.9
CCCc1cc(C(=O)OC)c(NC(=O)CCCC(=O)O)s1	0.8	i	-1.8	8.3	2.2	-0.4	-3.0	-7.3	-0.3	-0.3
CC(C)(C)c1ccc(OCCC(=O)NNC(=O)c2ccncc2)cc1	-0.8	i	-0.4	-2.0	2.3	-0.3	3.7	1.7	-7.4	-0.5
Cc1cc(C)c2nc(SCC(=O)NNC(=O)c3ccco3)c(C)cc2c1	1.5	i	-3.7	-5.3	-6.5	1.8	-1.8	-2.6	2.5	5.0
CCC(C)NC(=O)CSc1nc2ccccc2c(=O)n1CCCC(=O)NCC1CCCO1 (stereo not drawn)	0.0	i	-1.3	-3.7	-2.7	-0.7	-0.2	2.4	2.2	-4.1
CNC(=O)C1CCC(=O)N1Cc1c[nH]c2ccccc12 (stereo not drawn)	-5.7	i	-3.1	x	2.1	-0.6	-1.1	1.9	4.5	-1.2
Cc1ccccc1NC(=O)C1(NC(=O)c2cccc(N3C(=O)CSC3c3ccccc3)c2)CCCCC1 (stereo not drawn)	1.6	i	-1.2	-5.0	-1.3	-0.2	-0.8	2.7	-5.0	4.5
CCCCc1nc2cc(C(=O)N3CCCCC3C(=O)OC)ccc2o1 (stereo not drawn)	0.9	i	-2.7	-11.0	1.7	1.2	-0.8	5.1	23.7	0.0
COc1cc(CCNC(=O)CCCn2c(=O)c3cccn3c3cccnc32)cc(OC)c1OC	0.4	i	-8.0	-2.2	6.6	3.1	-3.6	14.8	-3.3	6.0
COc1ccc(NS(=O)(=O)c2cc(NC(=O)CNC(=O)c3cccc(OC)c3)ccc2C)cc1	-3.7	i	0.7	-7.3	12.7	0.6	-11.3	-10.4	-7.1	9.1
C=CCNC(=O)c1ccc(Cl)cc1Cl	-1.0	i	0.4	-7.2	7.3	-0.2	0.8	13.3	34.6	-2.3
COc1ccc(SCCN2CC[C@@H](O)CCC2=O)cc1	-8.5	i	-0.5	-5.8	-4.8	0.2	2.7	6.9	2.1	0.5
CN(CCCC(=O)Nc1nccs1)S(=O)(=O)c1ccc(Cl)cc1	-1.0	i	-2.6	-6.0	-2.3	-1.3	1.7	-14.2	-5.2	-0.4

# A draw from above in order of molecular weight, smallest number first:
SMILES	NadD block	Rpn11 block	STEP block	Scp-1 inhibitor	SUMO1 PPI mod	LMPTP block	DNMT1 inh	CendR NRP1 mod	SKN-1 inh	MT1-MMP act inh
COc1ccc(SCCN2CC[C@@H](O)CCC2=O)cc1	-8.5	i	-0.5	-5.8	-4.8	0.2	2.7	6.9	2.1	0.5
COc1ccc(NS(=O)(=O)c2cc(NC(=O)CNC(=O)c3cccc(OC)c3)ccc2C)cc1	-3.7	i	0.7	-7.3	12.7	0.6	-11.3	-10.4	-7.1	9.1
Cc1ccccc1NC(=O)C1(NC(=O)c2cccc(N3C(=O)CSC3c3ccccc3)c2)CCCCC1 (stereo not drawn)	1.6	i	-1.2	-5.0	-1.3	-0.2	-0.8	2.7	-5.0	4.5

# Carrying on.
SMILES	NadD block	Rpn11 block	STEP block	Scp-1 inhibitor	SUMO1 PPI mod	LMPTP block	DNMT1 inh	CendR NRP1 mod	SKN-1 inh	MT1-MMP act inh
OCC1(CCCc2ccccc2)CCN(Cc2ccc(F)cc2)CC1	1.7	i	-4.1	-0.8	-1.9	-0.7	1.0	-2.6	8.5	5.4
O[C@@H]1CN(Cc2cccs2)[C@@H](c2ccccc2)C[C@H]1n1cc(C2CC2)nn1	-4.8	i	0.8	x	-1.5	0.2	2.9	-4.3	-5.7	0.2
COc1ccc(CCN2CC(C(=O)OCC(=O)Nc3c(C)nn(-c4ccccc4)c3C)CC2=O)cc1OC (stereo not drawn)	-0.1	i	1.1	1.2	6.2	0.0	85.9*	-9.1	0.3	2.2
O=C(c1ccc(Oc2ccc(Cl)cc2)c([N+](=O)[O-])c1)N1CCCC1	-14.6	i	-2.8	2.2	-16.8	0.7	3.5	-0.3	-1.8	-2.0
